AID2073: disruptors of CaV2.2 binding to Mint1 – biochemical, HTRF (AID 2073); HTRF protein-protein interaction, Mint1-CaV2.2; higher % means a stronger effect; one-dose inhibition, % at 20 µM; IC50 in µM for titrated hits; 0.19% of 290,000 active; in the data active means inhibition mostly above about 51%, no sharp cut-off; inconclusive means no clear call, values can overlap the other calls; inactive means mostly below about 53%; further: some results filed as inactive read as strong as hits
Siah-1 displacement: Siah-1 peptide-binding antagonists, primary screen, biochemical, fluorescence polarization, rhodamine-plectin, uHTS (AID 1817). Siah-1 / rhodamine-plectin peptide fluorescence polarization; higher % means a stronger effect. displacement, % at 20 µM; hits with a dose series show IC50 in µM. 0.02% of 290,000 active;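 active means displacement of at least 50% at 20 µM, with a fluorescence ratio check between 0.3 and a set limit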;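 further: plate controls were Siah plus tracer with DMSO for no effect and tracer alone without Siah for full effect; strong numbers were not always called active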
LYP phosphatase: PTPN22 lymphoid phosphatase activity blockers – biochemical, fluorescence intensity, uHTS (AID 1779). recombinant LYP phosphatase, fluorescence intensity; higher % means a stronger effect. one-dose inhibition, % at 11.5 µM; IC50 in µM for titrated hits. 0.054% of 290,000 active; in the data active means inhibition above about 50%;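 further: plate controls were vehicle with enzyme for no effect and no enzyme for full effect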
An asterisk follows results filed as active; u = inconclusive.

No. | Structure | LYP phosphatase | Siah-1 displacement | AID2073
1 | CCOC(=O)c1c(NC(=O)CSc2nccc(=O)[nH]2)sc(C)c1C | -3% | -2% | 11%
2 | CCc1ccc(-c2nc(CS(=O)CC(=O)NC3CCCCCC3)c(C)o2)cc1 (configuration not stated) | 3% | 6% | -3%
3 | COc1cccc(CNC(=O)CNC(=O)c2cccs2)c1 | -10% | 7% | -3%
4 | CCCNC(=O)Cc1c(C)n(C(=O)c2ccc(Cl)cc2)c2ccc(OC)cc12 | -6% | -2% | 14%
5 | COc1cc(Cl)cc(C(c2c(C(=O)O)[nH]c3ccccc23)c2c(C(=O)O)[nH]c3ccccc23)c1O | -4% | 12% | 8%
6 | CC(C)n1cc(CN2CCCC(C(=O)Nc3cccc(-c4cc5ccccc5[nH]4)c3)C2)cn1 (configuration not stated) | -10% | -6% | 8%
7 | Cc1nn(Cc2noc(C(=O)NCC3CCCO3)n2)c(C)c1Br (configuration not stated) | -4% | 2% | -4%
8 | O=C(NC1CCCC1)c1ccc(CS(=O)(=O)Cc2ccccc2F)o1 | -6% | 0% | -6%
9 | O=C(N/N=C/c1ccc(O)cc1)c1cc(-c2ccccc2)nc2ccccc12 | 0% | 2% | 2%
10 | CCOc1ccc(CN(C)C(=O)c2ccc3ccccc3n2)cc1 | -7% | 4% | 14%
11 | COc1cccc(CNC(=O)CN(C)S(=O)(=O)c2ccc3c(c2)c(=O)n(C)c(=O)n3C)c1 | -5% | 14% | 0%
12 | CCCc1nnc(NC(=O)CS(=O)(=O)c2ccc(C)cc2)s1 | -6% | 1% | 1%
13 | O=C(c1ccc(Cl)cc1)C1CCN(CC(=O)N2CCCCC2)CC1 | -8% | 1% | 5%
14 | COc1ccccc1NCc1cc(=O)oc2c(C)c(O)ccc12 | 1% | -1% | 10%
15 | COc1cc(/C=C(/C#N)C(=O)NCc2ccccc2)cc(OC)c1OC | 1% | -5% | 16%
16 | COc1cc(CC(=O)N2CCC(n3nccc3NC(=O)C3CC3)CC2)cc(OC)c1OC | -12% | -1% | -4%
17 | Cc1ccc2oc(=O)c3cc(C(=O)NCCCN4CCN(C)CC4)sc3c2c1 | -5% | 7% | 5%
18 | O=C(c1cncc(Br)c1)N1CCN(S(=O)(=O)c2ccccc2C(F)(F)F)CC1 | -10% | 0% | 5%
19 | O=C(Nc1cccc(F)c1)C1CCN(C(=O)c2ccco2)CC1 | -9% | 9% | -8%
20 | CCOc1ccc(-n2c(C)nc3cc(C(=O)NCC4CCCO4)ccc32)cc1 (configuration not stated) | -9% | 3% | 23%
21 | CCCc1ccc(OCc2ccc(C(=O)N/N=C/c3cccnc3)o2)cc1 | -2% | 6% | 26%
22 | COCCCN1C(=O)c2ccc(C(=O)N3CCN(c4ccc(OC)cc4)CC3)cc2C1=O | -12% | 10% | 6%
23 | CCC(C)(C)NC(=O)C(C(C)C)N(CC1CCCO1)C(=O)CNS(=O)(=O)c1ccccc1 (configuration not stated) | -5% | -6% | 8%
24 | Cc1ccc(-c2cc(C(=O)N3CC4(C)CC3CC(C)(C)C4)no2)cc1 (configuration not stated) | 8% | 2% | 7%
25 | COc1c(C)cc(S(=O)(=O)NCCN2CCOCC2)c(C)c1C | -4% | 1% | 3%
26 | COc1ccc(N(C(=O)c2snc(C(N)=O)c2N)C(CC(C)C)C(=O)NCC2CCCO2)cc1 (configuration not stated) | -4% | 7% | 6%
27 | COc1ccc(Cl)cc1N(CC(=O)NCCSc1ccccn1)S(=O)(=O)c1ccccc1 | -10% | 5% | 2%
28 | COc1ccc(/C=C(/NC(=O)c2ccccc2)C(=O)N2CCOCC2)cc1OC | -2% | -9% | 11%
29 | CCCCOc1ccc(C2/C(=C(\O)c3ccc4c(c3)OCCO4)C(=O)C(=O)N2CCCN2CCOCC2)cc1 (configuration not stated) | -5% | 6% | 4%
30 | O=C(Cc1ccccc1)NC1CCSc2ccccc21 (configuration not stated) | -7% | 0% | 7%
31 | O=C1C(Cl)=C(N2CCCCCC2)C(=O)N1c1ccccc1Cl | 0% | -3% | -3%
32 | NNC(=O)c1ccccc1OCCOc1ccccc1 | -10% | 0% | 8%
33 | CCCc1nnc(NC(=O)CSc2nnc(-c3ccco3)n2C)s1 | -8% | 3% | -10%
34 | COc1ccc(CNS(=O)(=O)c2cc3c(cc2Cl)NC(=O)CO3)cc1 | -3% | -5% | 7%
35 | O=C(O)c1cccc(Nc2ccnc(Nc3cccc(C(=O)O)c3)n2)c1 | -8% | 10% | 6%
36 | CN1CCN(CCCNC(=O)CCC(=O)N2CCOc3ccccc32)CC1 | -8% | -6% | 8%
37 | Cn1c(CNC(=O)CNS(=O)(=O)c2ccc(Cl)cc2)cc(=O)n(C)c1=O | -16% | -4% | 0%
38 | COc1ccc(NC(=O)C2CC(c3ccc(Cl)cc3)=NO2)cc1OC (configuration not stated) | -5% | 5% | -4%
39 | COC(=O)c1cccc(CSc2nc(-c3ccccc3)c(C#N)c(=O)[nH]2)c1 | -4% | -4% | 7%
40 | Cc1cc2nn(-c3ccc(Cl)cc3)nc2cc1N | -5% | -9% | u
41 | CCn1cc(C(=O)N2CCCC(N3CCN(c4ccccc4C)CC3)C2)cn1 (configuration not stated) | -15% | 2% | 10%
42 | CCCCn1c(SCC(=O)N2CCOCC2)nc2ccccc2c1=O | -4% | 2% | 5%
43 | O=C(CNC(=O)c1ccc(Cl)cc1)NC1CCCCC1 | -7% | 6% | 5%
44 | Cc1ccc(NC(=O)CSc2nnc(-c3cnccn3)n2C)cc1C | -6% | 10% | 1%
45 | COc1ccc(NC(=O)c2ccc3[nH]c(=O)c(=O)[nH]c3c2)c(OC)c1 | -6% | -2% | 5%
46 | O=C(CCC(NC(=O)OCc1ccccc1)C(=O)O)OCc1ccccc1 (configuration not stated) | -2% | -2% | 2%
47 | O=C(COc1ccccc1F)Nc1c2c(nn1-c1ccccc1)CS(=O)(=O)C2 | -11% | 6% | 10%
48 | CCOC(=O)C1CCN(CC(C)(C)NS(=O)(=O)c2ccccc2)CC1 | -11% | 7% | 3%
49 | CCN(CC)CCCN=C1N[C@@H](c2ccccc2)C(C(=O)OC)=C(C)N1CC | -7% | -3% | 4%
50 | CSc1cccc(N2CC(C(=O)N(Cc3nnc(-c4ccccc4Cl)o3)C3CC3)CC2=O)c1 (configuration not stated) | 0% | -12% | 11%

Given with values under each structure: entries from further up.
Value order: LYP phosphatase | Siah-1 displacement | AID2073
32) NNC(=O)c1ccccc1OCCOc1ccccc1
  -10% | 0% | 8%
33) CCCc1nnc(NC(=O)CSc2nnc(-c3ccco3)n2C)s1
  -8% | 3% | -10%
34) COc1ccc(CNS(=O)(=O)c2cc3c(cc2Cl)NC(=O)CO3)cc1
  -3% | -5% | 7%
35) O=C(O)c1cccc(Nc2ccnc(Nc3cccc(C(=O)O)c3)n2)c1
  -8% | 10% | 6%
36) CN1CCN(CCCNC(=O)CCC(=O)N2CCOc3ccccc32)CC1
  -8% | -6% | 8%
37) Cn1c(CNC(=O)CNS(=O)(=O)c2ccc(Cl)cc2)cc(=O)n(C)c1=O
  -16% | -4% | 0%
38) COc1ccc(NC(=O)C2CC(c3ccc(Cl)cc3)=NO2)cc1OC (configuration not stated)
  -5% | 5% | -4%
39) COC(=O)c1cccc(CSc2nc(-c3ccccc3)c(C#N)c(=O)[nH]2)c1
  -4% | -4% | 7%
40) Cc1cc2nn(-c3ccc(Cl)cc3)nc2cc1N
  -5% | -9% | u
41) CCn1cc(C(=O)N2CCCC(N3CCN(c4ccccc4C)CC3)C2)cn1 (configuration not stated)
  -15% | 2% | 10%
42) CCCCn1c(SCC(=O)N2CCOCC2)nc2ccccc2c1=O
  -4% | 2% | 5%
43) O=C(CNC(=O)c1ccc(Cl)cc1)NC1CCCCC1
  -7% | 6% | 5%
44) Cc1ccc(NC(=O)CSc2nnc(-c3cnccn3)n2C)cc1C
  -6% | 10% | 1%
45) COc1ccc(NC(=O)c2ccc3[nH]c(=O)c(=O)[nH]c3c2)c(OC)c1
  -6% | -2% | 5%
46) O=C(CCC(NC(=O)OCc1ccccc1)C(=O)O)OCc1ccccc1 (configuration not stated)
  -2% | -2% | 2%
47) O=C(COc1ccccc1F)Nc1c2c(nn1-c1ccccc1)CS(=O)(=O)C2
  -11% | 6% | 10%
48) CCOC(=O)C1CCN(CC(C)(C)NS(=O)(=O)c2ccccc2)CC1
  -11% | 7% | 3%
49) CCN(CC)CCCN=C1N[C@@H](c2ccccc2)C(C(=O)OC)=C(C)N1CC
  -7% | -3% | 4%
50) CSc1cccc(N2CC(C(=O)N(Cc3nnc(-c4ccccc4Cl)o3)C3CC3)CC2=O)c1 (configuration not stated)
  0% | -12% | 11%

Going on with the list.
No. | Structure | LYP phosphatase | Siah-1 displacement | AID2073
51 | COc1ccccc1CN1CC(C(=O)N(C)Cc2ccc(C)o2)CCC1=O (configuration not stated) | -15% | -4% | 28%
52 | CCCc1ccc(OCCNC(=O)c2ccco2)cc1 | -11% | -4% | 1%
53 | NC(=O)c1nsc(C(=O)N(c2ccccc2)C(C(=O)NC2CCCC2)c2ccncc2)c1N (configuration not stated) | -5% | 6% | 7%
54 | CCCOc1ccc(N2C(=O)CC(NCC#N)C2=O)cc1 (configuration not stated) | -8% | -2% | 9%
55 | Cn1c(CNc2ccc(F)cc2)nc2ccccc21 | -12% | 14% | 3%
56 | CCOc1ccc(Nc2nc(-c3sc(N)nc3C)cs2)cc1 | -6% | 8% | 1%
57 | Cc1cccc(CNC(=O)c2cc(S(=O)(=O)N3CCOCC3)cn2C)c1 | -5% | 0% | 7%
58 | Cc1cc(=O)oc2cc(OCC(=O)N3CCN(c4ccc(F)cc4)CC3)ccc12 | -9% | -4% | 4%
59 | COc1ccc(S(=O)(=O)N2CC(=O)Nc3ccccc32)cc1Cl | -6% | 4% | 15%
60 | CN1CCN(C(=O)c2cc3cc(Cl)ccc3[nH]2)CC1 | -14% | -1% | 1%
61 | CC(=O)c1ccc(NC(=O)C2CCN(S(=O)(=O)c3cccnc3)CC2)cc1 | -4% | 0% | 4%
62 | O=C(O)c1ccc(-c2sc(Nc3ccccc3)n[n+]2-c2ccccc2)cc1 | -8% | -4% | -27%
63 | CC(C)CCN1CCN(CCCc2ccccc2)CC1CCO (configuration not stated) | -8% | 8% | 7%
64 | COc1ccc(NC(=O)/C(C#N)=C/c2ccc(-c3ccc(Cl)c(C(=O)O)c3)o2)cc1 | -2% | -7% | 12%
65 | Cc1cccc(CS(=O)(=O)c2ncc(Cl)c(C(=O)Nc3ccc(F)cc3)n2)c1 | -11% | 2% | -10%
66 | CCC[N+]1(CC#CCC(c2ccccc2)c2ccccc2)CCCCC1 | -5% | 11% | 9%
67 | COc1ccc(-c2noc(N3CCC(C(=O)NCCCN4CC(C)CC(C)C4)CC3)n2)cc1 (configuration not stated) | -8% | 2% | -1%
68 | O=C(CCC(=O)Nc1ccc(F)cc1)N/N=C/c1cccc(Br)c1 | -1% | 5% | 8%
69 | O=C(Cc1ccccc1)Nc1cccc(NC(=O)c2ccccc2)c1 | -4% | 6% | 2%
70 | O=C(C1CCN(S(=O)(=O)c2ccc(Br)cc2)CC1)N1CCOCC1 | -8% | -5% | 8%
71 | Cc1ccc(S(=O)(=O)Nc2cc(C)cn(Cc3ccccc3)c2=O)cc1 | -4% | 1% | -11%
72 | COc1cc(C(=O)NC(C)CCc2ccccc2)cc(OC)c1OC (configuration not stated) | -13% | 8% | 11%
73 | CCOc1cc(S(=O)(=O)N2CCN=C2Cc2ccccc2)ccc1F | -2% | 2% | 6%
74 | CSc1ncc(CN2CCCC(C(=O)Nc3ccc(-c4ccco4)cc3)C2)cn1 (configuration not stated) | -5% | 0% | 16%
75 | COc1ccc(NS(=O)(=O)c2ccc3c(c2)N(C(C)=O)CCO3)cc1 | -6% | 0% | 9%
76 | COc1ccc(S(=O)(=O)N2CCCCC2)cc1NC(=O)c1ccco1 | -8% | -6% | 7%
77 | CCc1cc2c(NC(Cc3ccccc3)C(=O)O)nc(C)nc2s1 (configuration not stated) | -6% | 0% | -6%
78 | O=C(CCNS(=O)(=O)c1cccc2nsnc12)NCc1ccccc1 | -6% | 1% | 7%
79 | O=C(NCc1ccccc1Cl)C1CCCN1C(=O)NC1CCCCC1 (configuration not stated) | -4% | 3% | -1%
80 | CC(=O)Nc1ccc(NC(=O)CN(C)S(=O)(=O)c2ccc3ccccc3c2)cc1 | -5% | 6% | 7%
81 | CCOc1ccc(CC(=O)N/N=C/c2cccnc2)cc1OCC | -8% | 3% | 8%
82 | COc1ccc(C(=O)OC(C)C(=O)NC(C)CCc2ccccc2)cc1OC (configuration not stated) | -5% | 4% | 12%

Source: PubChem BioAssay

A portion of the library (hit frequency here may not be typical).
